# Screening results from PubChem BioAssay.
# NCI-60 one-dose screen, 48 h, at 10 µM unless noted. Numbers give growth in % (100 = growth as untreated, 0 = no growth, -100 = all killed).
# SK-MEL-5 = SK-MEL-5 melanoma. hit rate 6.4% among 80,000
# SK-MEL-2 = SK-MEL-2 melanoma; hit rate 4.7% among 77,000; AID 1794763
# SK-MEL-28 = SK-MEL-28 melanoma; hit rate 4.1% among 81,000
# UACC-257 = UACC-257 melanoma; hit rate 4.4% among 78,000
# HS 578T = HS 578T breast cancer | hit rate 4.1% among 78,000 | AID 1794788
# LOX IMVI = LOX IMVI melanoma; hit rate 7.4% among 79,000
# T-47D = T-47D breast cancer; hit rate 5% among 79,000; AID 1794792
# MALME-3M = MALME-3M melanoma; hit rate 5.8% among 78,000; AID 1794766
# The depositor's hits bear a star; x = no result given; & = joins results of further samples; ! = repeats disagree; [ ] = remark or other dose. How the source made its calls: active means growth percent below 10; inactive means the rest.
SMILES,SK-MEL-5,SK-MEL-2,SK-MEL-28,UACC-257,HS 578T,LOX IMVI,T-47D,MALME-3M
O=C(Nc1ccccc1)Nc1ccc(OCC(=O)c2ccccc2)cc1,98,96,102,96,96,77,90,99
COc1cc(-c2nc(-c3ccccc3)c(-c3ccccc3)n2-c2ccc(S(=O)(=O)Nc3ncccn3)cc2)ccc1O,72,98,83,113,79,69,52,118
Cc1ccc(N=Nc2c(N)nn3c(-c4cc5ccccc5oc4=O)ccnc23)cc1,42,61,45,90,63,36,56,67
Oc1cccc(NC(c2ccc(OC(F)F)c(OCC3CC3)c2)c2nnnn2C2CCCCC2)c1 (stereo not given),100,116,106,107,93,98,91,105
Cc1ccc(N=Nc2ccc(N=Nc3c(S(=O)(=O)O)cc4cc(Nc5ccccc5)ccc4c3O)c3cc(S(=O)(=O)O)ccc23)cc1,109,84,112,93,105,97,94,110
CCCCn1c(N)c(N(CC)C(=O)COc2ccc(C)c(C)c2)c(=O)[nH]c1=O,76,86,105,98,80,94,96,137
COc1c2c(c(OC)c3occc13)OC(C)=C1Sc3[nH]c(=S)[nH]c(=S)c3C12 (stereo not given),97,92,x,88,98,88,75,93
O=P(O)(c1ccccc1)c1ccccc1,101,111,107,93,100,99,97,104
CCOC(=O)c1[nH]c(C)c(C(=O)OCC)c1C,97&97,106&101,119&110,115&125,104&89,99&94,90&87,106&103
Cc1cccnc1Br,108,98,112,103,119,107,107,123
C[C@]12CC[C@@H]3c4ccc(O)cc4CC[C@H]3[C@@H]1CC[C@@H]2NS(=O)(=O)c1ccc(Br)cc1,54,x,76,72,76,x,32,63
CCCCN1C(=O)c2cccc3c(-c4ccc(-c5nc6c7ccccc7c7ccccc7c6[nH]5)cc4)ccc(c23)C1=O,x,106,99,102,108,70,90,101
Cc1ncnc2c1CCC2,101,100,104,x,102,96,96,84
CCN(CC)S(=O)(=O)c1ccc(OC)c(N)c1,101,121,115,96,105,95,99,130
COc1cc(NC(=O)c2cc(O)c(C/C=C(\C)CCC=C(C)C)c(O)c2)cc2c1O[C@]1(C)CC[C@@H](O)C(C)(C)[C@H]1C2,-68*,-5.5*,8.8*,34,18,-66*,18,-19*
COc1cccc(/C=C\[C@H]2O[C@@H](C)[C@H](O)[C@@H]2O)c1CO,106,114,117,101,83,101,113,85
COc1ccc2[nH]c(O)c(N=Nc3nc(-c4ccc(C#N)cc4)cs3)c2c1,54,96,69,71,37,38,55,15
c1ccc(C(=C(c2ccc(OCCN3CCCCCC3)cc2)c2ccc(OCCN3CCCCCC3)cc2)C2CCCC2)cc1,95,99,105,95,100,92,67,101
Cc1cc(C)nc(SC2=C(Nc3cccc(Cl)c3C)C(=O)N(Cc3ccccc3)C2=O)n1,64[30 µM],70[30 µM],85[30 µM],72[30 µM],61[30 µM],59[30 µM],37[30 µM],58[30 µM]
Cc1nc2ccccc2c(=O)n1-c1ccc2c(c1)nc(C)n2Cc1ccccc1,108,107,106,x,96,88,87,106
CCOC(=O)C(C(=O)OCC)c1cccc(Cl)c1,99,113,100,79,96,100,94,94
CCC(=O)NC1=C(Cl)C(=O)C(NC(=O)CC)=C(Cl)C1=O,96,111,-1.9*,107,135,67,-54*,-63*
O=C(C/C(=C/c1ccccc1[N+](=O)[O-])c1nc(=S)[nH][nH]1)c1ccc(Cl)c(Cl)c1,91,100,111,94,88,96,73,109
O=C(Nc1ccccc1)c1cc(=O)c(O)co1,103,102,105,103,95,95,100,100
CN1CCN(CCOC(=O)Nc2ccccc2)CC1,104,108,84,110,107,99,103,95

# Additional structures.
SMILES,SK-MEL-5,SK-MEL-2,SK-MEL-28,UACC-257,HS 578T,LOX IMVI,T-47D,MALME-3M
FC(F)(F)c1cc(Br)cc(-c2cc(-c3ccc4c(c3)OCCO4)[nH]n2)c1,18,77,68,80,41,19,66,48
O=C(N/N=C/c1ccc(O)c(S(=O)(=O)O)c1)C(=O)N/N=C/c1ccc(O)c(S(=O)(=O)O)c1,103,135,113,103,x,104,101,92
COC(=O)[C@H]1CCCN1C(=O)[C@@H]1CCCN1C(=O)[C@H](C)NC(=S)Nc1cc(C(F)(F)F)cc(C(F)(F)F)c1,94,113,96,95,82,82,81,106
Nc1cc2c(cc1N)-c1ccccc1C2,97&96,111&86,116&115,98&101,104,93&97,79&81,103&77
COc1ccc(-c2cc(C(=O)N=Nc3c(O)[nH]c4ccccc34)no2)cc1,99,98,109,114,95,100,98,102
CCCCCCCCCCCCCCCCCC(=O)OCCC(C)CCCC(C)C (stereo not given),97,121,113,105,97,80,121,x
COc1ccc(Nc2nc(/N=C/c3ccc(OC)c(OC)c3)n[nH]2)cc1,99,106,107,110,104,97,95,106
COc1ccc2nc(C)cc(Sc3nc4ccccc4s3)c2c1,35,-100*,63,49,62,29,33,26
CCOC(=O)CCN1CCN(c2ccccc2)CC1,96,110,113,103,115,104,103,111
CO[C@H]1CC[C@@]2(C)C(=CC[C@H]3[C@@H]4C[C@@H](O)C[C@@]4(C)CC[C@@H]32)C1,89,108,112,105,x,95,81,127
CCc1ccc(-c2nc(SCC(=O)NC3CCCCC3)n[nH]2)cc1,61,10,108,-1.7*,75,68,82,88
O=C(O)c1cccc([N+](=O)[O-])c1/C=C/c1ccc(Cl)cc1,100,105,106,99,x,89,99,94
C#C[C@]1(O)CC[C@H]2[C@@H]3CC=C4c5sc(-c6ccc(C(F)(F)F)cc6)nc5CC[C@]4(C)[C@H]3CC[C@@]21C,102,121,109,112,98,89,103,106
CCC(=O)c1cc2cccc(OC3OC(C(=O)O)C(O)C(O)C3O)c2c(O)c1C(C)=O (stereo not given),96,96,115,86,102,96,88,104
C=CCC1CCCC(=O)C1CC=C (stereo not given),98,96,111,102,105,92,95,108
O=C1c2ccccc2C(=O)c2c1c(C(=O)Nc1ccccc1)c1ccccn21,104,78,118,99,70,99,105,107
O=C(CCCCC(=O)N/N=C\c1cc(Cl)ccc1O)N/N=C\c1cc(Cl)ccc1O,77,79,88,89,115,53,70,75
CC(C)NC(=O)c1c2c(n3ccccc13)C(=O)c1ccccc1C2=O,97,83,119,89,106,100,112,119
O=c1ncc2c([nH]1)-c1cn(Cc3ccccc3)c(-c3ccccc3)c1CC2,99,98,175,107,146,88,79,171
Cc1nc2cc(Nc3nc(NCCO)nc(Nc4ccc(F)cc4)n3)ccc2n1Cc1ccccc1,80,122,108,99,107,82,65,105
CC(=O)Oc1ccccc1C(=O)[Se]C(=NC1CCCCC1)NC1CCCCC1,-89*,-74*,-89*,-90*,x,x,-43*,-92*
CCOC(=O)c1cnn(CC(O)CC)c1NC(=O)NCc1cccc(C(F)(F)F)c1 (stereo not given),98,86,104,88,104,95,90,94
COc1ccc(/C=N/NC(=O)c2c(Nc3ccccc3)nn(CC(O)c3ccccc3)c2N)cc1OC (stereo not given),94,104,108,109,93,99,96,108
CN1CCN(c2ccc(Nc3nc(NCCCNS(=O)(=O)c4ccc(F)cc4)c4sccc4n3)cc2)CC1,21,107,-43*,-29*,56,-5.7*,30,-66*
CCCCCCCCCCCC(=O)NC(CCC(=O)O)C(=O)O (stereo not given),99,102,109,97,92,100,x,106

# Next section
SMILES,SK-MEL-5,SK-MEL-2,SK-MEL-28,UACC-257,HS 578T,LOX IMVI,T-47D,MALME-3M
CC(=O)Cc1nsc(NC(=O)c2cc(-c3cc(C(F)(F)F)ccc3Cl)oc2C)n1,95,104,100,101,96,x,79,92
COc1ccc(-c2nnc(-c3ccc4c(c3)nc(-c3ccccn3)n4C3CCCCC3)o2)cc1,38,80,95,91,86,73,27,84
COc1ccc(-c2nc(SCC(=O)c3ccccc3)[nH]c(=O)c2C#N)cc1,97,95,90,82,84,89,82,102
CCOC(=O)/C(=C/c1ccncc1)C(=O)c1ccccc1,100,106,107,101,113,93,106,104
O=C(CCSc1nc(-c2ccccc2)c(-c2ccccc2)o1)N1CCCCC1,87,105,101,96,91,98,77,103
Cc1cc(-c2ccccc2)nn1-c1nc(Nc2ccccc2)nc(Nc2ccc(S(N)(=O)=O)cc2)n1,80,90,82,97,86,72,44,96
O=C1c2c(c3c4ccccc4n(CCCCCCBr)c3c3[nH]c4ccccc4c23)C(=O)N1O,-70*,-19*,x,x,50,-70*,4.3*,-20*
CCC(C)OC(=O)c1cc(-c2ccc(O)cc2)nc2ccccc12 (stereo not given),90,83,85,103,94,72,46,94
Br/C(=N\Nc1nn[nH]n1)c1ccccc1,102,91,109,x,99,86,101,104
COc1cc(C(O)C2C(=O)OCC2C2(c3ccc4c(c3)OCO4)SCCCS2)cc(OC)c1OC (stereo not given),99,96,108,104,101,92,107,91
Cc1ccc(/C(=N/c2sc(-c3ccccc3)nc2-c2ccccc2)N2CCCC(C)C2)cc1 (stereo not given),99,116,99,107,111,103,110,104
Cc1ccc(-n2nc(C(C)(C)C)cc2NC(=O)NCc2cc(F)ccc2Oc2ccc3c(cnn3CCO)c2)cc1,-20*,x,0.9*,-11*,x,5.1*,-3.0*,-6.2*
Fc1cccc(Oc2ccc(Nc3ncnc4ccc(OCCCN5CCOCC5)cc34)cc2Cl)c1,32,93,68,13,75,22,36,25
O=C(Nc1ccc(F)cc1)Nc1cccc(-c2cc(=O)c3ccccc3o2)c1,x,99,97,96,103,99,91,85
Cc1c(C(=O)O)c(=O)n(-c2ccccc2)n1C,113,116,122,94,x,99,99,163
CN1CCc2c(sc3nc(-c4c(F)cccc4Cl)[nH]c(=O)c23)C1,101,115,103,106,x,x,97,93
COc1ccc(-c2nc(N/N=C/c3ccc(O)c(OC)c3)nc(N3CCOCC3)c2C#N)cc1,106,99,105,110,106,102,91,112
O=C1/C(=C/c2ccc(Br)cc2)Oc2cc(O)ccc21,x,91,108,98,106,97,81,83
COC(=O)CCN1CCN(c2cccc(Cl)c2)CC1,140,106,121,101,122,108,88,84
CC1Cc2ccc(OCCN(C)C)cc2C1=O (stereo not given),92,92,103,80,97,96,x,108
CCn1cc(C(=O)O)c(=O)c2cc(F)c(N3CCN(CC(=O)Nc4ccc(/C(C)=N/O)cc4)CC3)cc21,104,96,109,99,117,95,84,101
COc1cc2[nH]c(C(=O)c3cc(OC)c(OC)c(OC)c3)c(N)c2cc1C#CC1CC1,18,35,35,68,-1.8*,36,33,52
O=C(/C=C/C12c3ccccc3C(c3ccccc31)C1C(=O)NC(=O)C12)c1ccc(Cl)cc1Cl (stereo not given),37,-2.6*,4.9*,41,31,-26*,9.4*,48
CCCCCCCCCCCCNC(=S)N/N=C/c1ccc(NC(C)=O)cc1,100,97,103,100,105,93,102,99
C=C1CC[C@@H]2[C@]3(C)COC(c4ccccc4)O[C@@H]3CC[C@@]2(C)[C@@H]1C/C=C1/C(=O)OC[C@H]1O (stereo not given in full),95,93,107,85,101,34,71,110

# Some of the entries so far, tab-delimited:
smiles	SK-MEL-5	SK-MEL-2	SK-MEL-28	UACC-257	HS 578T	LOX IMVI	T-47D	MALME-3M
COc1ccc(-c2nc(N/N=C/c3ccc(O)c(OC)c3)nc(N3CCOCC3)c2C#N)cc1	106	99	105	110	106	102	91	112
O=C1/C(=C/c2ccc(Br)cc2)Oc2cc(O)ccc21	x	91	108	98	106	97	81	83
COC(=O)CCN1CCN(c2cccc(Cl)c2)CC1	140	106	121	101	122	108	88	84
CC1Cc2ccc(OCCN(C)C)cc2C1=O (stereo not given)	92	92	103	80	97	96	x	108
CCn1cc(C(=O)O)c(=O)c2cc(F)c(N3CCN(CC(=O)Nc4ccc(/C(C)=N/O)cc4)CC3)cc21	104	96	109	99	117	95	84	101

# More structures.
SMILES,SK-MEL-5,SK-MEL-2,SK-MEL-28,UACC-257,HS 578T,LOX IMVI,T-47D,MALME-3M
COc1cccc(-c2cc(-c3c[nH]c4ccccc34)nc(N)c2C#N)c1,60,70,72,79,69,29,66,93
O=C(Cn1cc(CN2C(=O)c3ccccc3S2(=O)=O)nn1)Nc1ccccc1F,101,97,102,94,94,96,93,96
CCOC(=O)C(C(=O)OCC)C(=O)OCC,101,x,120,97,104,98,105,123
O=C(N=Nc1c(O)[nH]c2c(Br)cc(Br)cc12)Nc1ccc(Cl)cc1,77,89,100,91,93,34,59,94
O=C(O)c1cccc2c1-c1ccc(Cl)cc1C2,103,102,108,107,103,x,98,x
Nc1ccc2cc3ccc(N)cc3nc2c1,-4.0*!,-26*,-6.9*!,-17*!,24&123,-30*!,2.8*!,-51*!
c1ccc(-c2ccc3c(c2)NCCN3)cc1,97,62,114,86,100,106,84,105
CCSc1nnc(NC(=O)Cc2ccc(Cl)cc2)s1,107,73,113,x,110,97,96,105
NC(=O)C(=Cn1c(=S)[nH]c2ccccc21)C(N)=O,110,104,104,97,107,93,91,87
COP(=O)(OC)/C(=C\c1cn(C(c2ccccc2)(c2ccccc2)c2ccccc2)cn1)NC(C)=O,98,80,107,90,96,94,90,91
CCN(CC)C(=O)c1cccnc1,103,108,111,101,108,100,114,104
Fc1ccc(NCc2cn(-c3ccccc3)nc2-c2ccc(OCc3ccccc3)cc2)cc1Cl,101,92,99,x,104,97,80,x

# Fetched by compound from the list above:
SMILES,SK-MEL-5,SK-MEL-2,SK-MEL-28,UACC-257,HS 578T,LOX IMVI,T-47D,MALME-3M
CCN(CC)C(=O)c1cccnc1,103,108,111,101,108,100,114,104
O=C(N=Nc1c(O)[nH]c2c(Br)cc(Br)cc12)Nc1ccc(Cl)cc1,77,89,100,91,93,34,59,94
CCOC(=O)C(C(=O)OCC)C(=O)OCC,101,x,120,97,104,98,105,123
